CIT2-GFP yeast – modulators of CIT2-GFP expression in yeast, primary screen, S. cerevisiae, GFP fusion, multiplex flow cytometry, MLPCN library | S. cerevisiae CIT2-GFP strain, 3 h; 100 means same as DMSO wells | GFP response vs DMSO, % at 10 µM | 0.065% of 320,000 active;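 active = GFP response relative to DMSO above a set limit, near the screen mean plus 3 SD, cut at about 150% in these data; inconclusive = Fewer than 70 cells measured for a yeast strain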;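 also: ratio of well median GFP fluorescence to mean of DMSO wells on the plate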
procasp3 activ – activators of human procaspase-3 D3A mutant, primary screen, biochemical, absorbance, PC-3 D3A mutant, single concentration. activation, % at 8.5 µM. Caspase-3 (Homo sapiens), P42574. 0.11% of 330,000 active. recombinant procaspase-3 D3A, Ac-DEVD-pNA absorbance 405 nm;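 active = activation above the mean of all tested compounds plus 3 SD, cut at about 21% in these data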;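 also: 0% = DMSO alone and 100% = DMSO wells spiked with extra 5 µM PC-3 D3A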
Target sequence (P42574 whole entry D9A/D28A/D175A): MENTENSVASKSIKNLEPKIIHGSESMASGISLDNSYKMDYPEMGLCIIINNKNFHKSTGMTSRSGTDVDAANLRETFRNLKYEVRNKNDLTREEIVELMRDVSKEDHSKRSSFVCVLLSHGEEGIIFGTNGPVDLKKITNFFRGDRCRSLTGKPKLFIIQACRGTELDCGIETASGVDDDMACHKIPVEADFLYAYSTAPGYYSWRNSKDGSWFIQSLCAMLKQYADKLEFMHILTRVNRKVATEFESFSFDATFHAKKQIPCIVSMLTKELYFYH
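Test system: Procaspase-3 D3A mutant; medium: Zinc-free HEPES/NaCl buffer with 0.01% Triton X-100 at pH 7.4; reagent: DEVD-pNA substrate; doses: one concentration, 8.5 µM nominal, 0.8% DMSO; times: 1 h preincubation plus 2 h reaction at 25 °C; signal: Epi-absorbance at 405 nm of released p-nitroaniline, 0 and 120 min; replicates: singlicate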
AHR act – AHR activators, primary screen, cell-based, luminescence, luciferase reporter, human; Aryl hydrocarbon receptor (Homo sapiens), P35869; AHR-responsive luciferase reporter cells; activation, % at 5 µM; 2.5% of 320,000 active; AID 2796, 2010; in the data active = activation above about 47%;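 also: 0% = vehicle wells and 100% = reference agonist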
MEP2 TOR yeast – modulators of MEP2-GFP levels in yeast, primary screen, S. cerevisiae, multiplex flow cytometry, MLPCN library; S. cerevisiae MEP2-GFP strain, 3 h; 100% = DMSO control level; GFP response vs DMSO, % at 10 µM; 0.51% of 330,000 active; AID 2016, 2009;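 active = GFP response versus DMSO above a set limit, roughly screen mean plus 3 SD, cut at about 180% in these data; inconclusive = fewer than 70 cells counted for a yeast strain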;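 also: median GFP fluorescence of the barcode-gated MEP2-GFP cells per well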
RPL19A-GFP yeast – RPL19A-GFP expression modulators in yeast, primary screen, cell-based, S. cerevisiae, multiplex flow cytometry, MLPCN; S. cerevisiae RPL19A-GFP strain, 3 h; hits give low values; percent response vs DMSO, % at 10 µM; 0.3% of 330,000 active; AID 2025, 2009;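 active = percent response vs DMSO below 50%; inconclusive = fewer than 70 events counted for the yeast strain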;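 also: median channel GFP fluorescence of the barcoded RPL19A-GFP strain; ratio of sample median GFP to plate DMSO average so 100% = DMSO; lower means less RPL19A-GFP as with rapamycin TOR inhibition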
AGP1-GFP MLPCN – modulators of AGP1-GFP expression in yeast TOR pathway, primary screen, cell-based, multiplex flow cytometry, S. cerevisiae, MLPCN library; 3 h; GFP as percent of DMSO wells; GFP response vs DMSO, % at 10 µM; 0.02% of 320,000 active; AID 2066, 2009;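 active = GFP response relative to DMSO above a set limit, near screen average plus 3 SD, cut at about 150% in these data; inconclusive = fewer than 70 cells counted for the yeast strain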;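 also: median GFP channel fluorescence of the gated AGP1 strain per well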
LAP4 TOR yeast – modulators of LAP4-GFP expression in yeast, primary screen, S. cerevisiae, multiplex flow cytometry, MLPCN library; GFP response vs DMSO, % at 10 µM; 3 h; median GFP as percent of DMSO wells; 0.34% of 320,000 active;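 active = GFP response vs DMSO above a set limit, about the screen mean plus 3 SD, cut at about 150% in these data; inconclusive = under 70 cell events counted for the yeast strain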
procasp7 counter – procaspase-7 activators, primary screen, counter-screen for procaspase-3 activator project, biochemical, absorbance, HTS, human | recombinant procaspase-7, Ac-DEVD-pNA absorbance 405 nm; D23A/D198A/D206A triple mutant, cannot self-cleave; scale: DMSO 0, 5 µM enzyme 100 | 0.093% of 330,000 active | activation, % at 8.5 µM | Caspase-7 (Homo sapiens), P55210;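 active = percent activation above the screen-wide mean plus 3 SD, cut at about 25% in these data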
Target sequence (P55210 whole entry D23A/D198A/D206A): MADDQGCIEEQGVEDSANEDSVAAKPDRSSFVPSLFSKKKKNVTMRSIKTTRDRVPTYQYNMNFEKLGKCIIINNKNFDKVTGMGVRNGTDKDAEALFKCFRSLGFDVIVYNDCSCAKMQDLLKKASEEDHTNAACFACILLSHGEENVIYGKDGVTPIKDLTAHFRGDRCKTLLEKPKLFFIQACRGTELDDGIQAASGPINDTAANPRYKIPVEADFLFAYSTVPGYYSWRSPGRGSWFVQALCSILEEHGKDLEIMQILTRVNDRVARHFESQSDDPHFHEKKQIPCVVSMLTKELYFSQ
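Detection: p-Nitroaniline absorbance at 405 nm, read at 0 and 120 min; system: Uncleavable procaspase-7 mutant enzyme; evaluation: % activation from two-timepoint absorbance difference, scaled to controls; times: 1 h enzyme–compound preincubation and 2 h substrate reaction, both 25 °C; buffer or medium: Zinc-free HEPES pH 7.4 with 300 mM NaCl, 0.01% Triton X-100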
Starred values were filed as active, the others as inactive; u = inconclusive; x = not tested or not shown; [ ] = dose if it differs, or a comment.

Value order: CIT2-GFP yeast	procasp3 activ	AHR act	MEP2 TOR yeast	RPL19A-GFP yeast	AGP1-GFP MLPCN	LAP4 TOR yeast	procasp7 counter
> CCc1noc(C)c1C(=O)N1CCCSC1=Nc1ccccc1OC
  96.6	-0.3	-0.1	104.0	95.3	99.6	100.9	6.8
> CC(Sc1nnc2c(n1)[nH]c1ccccc12)C(=O)NC1CCCCC1 (stereo not drawn)
  105.2	-2.1	3.9	96.7	98.9	99.5	96.8	2.2
> CCCCn1c(N)c(N(CCOC)C(=O)Cn2c(=O)oc3ccccc32)c(=O)[nH]c1=O
  87.9	0.4	3.8	93.9	90.8	95.2	100.8	4.5
> c1nc(NC2CCCCC2)c2[nH]cnc2n1
  101.7	-1.2	1.0	102.8	99.6	99.9	102.3	8.4
> Cc1n[nH]c(C)c1CCCCOc1ccccc1F
  82.8	1.4	-0.9	91.2	93.7	85.9	79.8	-3.7
> Cc1ccc(S(=O)(=O)Nc2ccccc2/C=N/c2nc3ccccc3n2C(C)C)cc1
  88.5	-0.3	1.8	89.3	97.2	87.8	96.3	7.8
> Cc1ccc(-n2nc3c(=O)n(CC(=O)NC4CCCCCC4)nc(C)c3c2C)cc1
  111.0	-1.9	0.9	106.1	101.9	105.7	99.9	9.5
> COC(=O)c1ccc(NC(=O)CCc2c(C)nc3ncnn3c2C)cc1
  86.9	2.2	-0.9	96.5	96.6	109.7	85.2	4.6
> Cc1c(C(=O)NNS(=O)(=O)c2ccccc2Cl)sc(=S)n1C
  91.0	-13.0	5.2	95.5	100.7	95.4	101.8	4.1
> Cc1c(C)c2c(OCC(=O)Nc3cccnc3)cc3c(c2oc1=O)CCC(C)(C)O3
  99.5	-0.9	1.0	107.5	95.5	100.8	104.6	1.7
> COc1cc(NC(=O)CSc2nnnn2Cc2ccc3c(c2)OCO3)cc(OC)c1
  101.9	3.2	70.7*	104.6	99.9	104.5	98.2	14.5
> CC(C)(C)NC(=O)COC(=O)c1c2c(nc3ccccc13)CCC2
  104.1	-2.2	4.9	113.5	102.7	107.3	98.1	-6.3
> N#CCCN(Cc1cccnc1)S(=O)(=O)c1ccc2ccccc2c1
  100.5	11.1	0.7	97.4	95.5	103.2	102.8	1.6
> CCOc1ccc(NC(=O)C2CCCN2S(=O)(=O)c2ccc3c(c2)C(C)(C)C(=O)N3C)cc1 (stereo not drawn)
  104.2	-7.5	-0.9	107.9	101.9	107.3	104.4	3.6
> CCOC(=O)C1(CCc2ccccc2)CCN(Cc2cccc3nccnc23)CC1
  88.9	-6.7	0.4	91.9	105.4	96.3	92.5	11.2
> C/C(=N/OC(=O)c1cccc(C(F)(F)F)c1)c1cnccn1
  96.6	10.6	0.5	101.1	100.7	89.5	111.4	-1.8
> CC(C)(C)c1ccc(-c2nnc(SCC(=O)NC3CCS(=O)(=O)C3)n2N)cc1 (stereo not drawn)
  96.9	-6.8	5.0	98.0	99.9	107.8	107.6	-3.2
> CCc1ccc2ncc(S(=O)(=O)c3ccc(C)c(C)c3)c(N3CCCC3)c2c1
  100.9	-7.5	8.0	111.5	99.0	96.7	87.2	-8.0
> O=C(CCNC(=O)C1CCN(S(=O)(=O)c2ccc(F)cc2)CC1)Nc1ccccc1
  101.6	5.0	-0.6	103.9	103.1	107.7	99.9	5.9
> O=C(N/N=C/c1ccccc1O)C1CC(=O)N(c2ccc(Cl)cc2)C1 (stereo not drawn)
  93.6	-12.0	4.0	104.0	110.6	93.8	75.0	-12.4

The listing continues:
Value order: CIT2-GFP yeast	procasp3 activ	AHR act	MEP2 TOR yeast	RPL19A-GFP yeast	AGP1-GFP MLPCN	LAP4 TOR yeast	procasp7 counter
> COCCNC(=O)c1cc(Br)ccc1Cl
  92.8	-2.8	0.7	99.2	97.5	97.3	95.8	4.9
> CC1C(=O)Nc2ccccc2N1C(=O)c1ccc(Cl)cc1 (stereo not drawn)
  104.2	-7.1	0.9	106.5	102.5	97.8	99.4	3.3
> COc1ccc(-c2cc(C(=O)NC(Cc3cc4ccccc4[nH]3)C(=O)O)c(C)o2)cc1OC (stereo not drawn)
  104.7	-1.6	14.6	95.6	95.4	104.1	95.2	-1.4
> CCCOC(=O)CSC1=C(C#N)C(c2ccccc2Cl)CC(=O)N1 (stereo not drawn)
  94.2	5.9	22.4	89.1	95.2	94.9	102.2	8.8
> O=C(NC1CCC1)C1CCC(=O)N(Cc2ccccc2F)C1 (stereo not drawn)
  96.0	0.5	1.3	102.1	96.4	95.7	104.6	5.8
> C[C@@H](NC(=O)c1nc[nH]c1C(=O)N[C@@H](CCCCNC(=O)OC(C)(C)C)C(=O)OC(C)(C)C)c1ccccc1
  99.4	-2.2	-1.6	88.8	97.7	89.8	103.5	4.8
> CN(C)CCN(C(=O)C1=COCCO1)c1nc2ccc(Cl)cc2s1
  92.3	-10.0	5.3	98.8	96.3	96.3	99.8	-20.1
> CCc1nnc(NC(=O)CSc2nc3cccnc3n2C2CCCCC2)s1
  87.9	-10.9	2.2	100.0	98.1	93.5	96.5	-0.4
> COc1cccc(OC)c1OCCNC(C)(C)C
  101.2	2.6	1.5	110.0	94.0	72.3	103.4	5.7
> CCn1c(SCC(=O)NC(C)(C)C)nnc1-c1ccncc1
  92.5	-3.3	2.1	98.8	93.9	91.3	89.3	6.3
> CC(C)NC(=O)c1sc2nc3c(c(-c4cccs4)c2c1N)CN(C)CC3
  88.0	-5.8	5.8	92.4	84.6	85.5	86.9	0.7
> COc1ccc2nc(C)cc(SCC(=O)N/N=C/c3ccc(O)c(O)c3)c2c1
  97.0	1.0	4.2	102.3	103.3	95.7	87.9	0.9
> CC(C)Oc1ccc(C(=O)NC(=S)Nc2ccc(CN3CCOCC3)cc2)cc1
  101.0	0.4	-3.5	100.5	101.4	101.0	98.5	4.5
> CCOC(=O)N1CC=C2C(C#N)=C(N)C(C#N)(C#N)[C@H](c3cccs3)[C@H]2C1
  98.3	-6.7	14.8	100.6	102.4	100.8	96.4	3.1
> O=C(CSc1nc(-c2ccco2)cc(C(F)(F)F)n1)N1CCCc2ccccc21
  u	2.6	1.0	174.5[may fluoresce violet]	63.0	67.9	98.5[may fluoresce violet]	3.5
> COc1ccc(-c2nc(CC(=O)O)cs2)cc1
  101.4	3.8	1.5	100.5	97.9	103.5	102.5	5.2
> Cc1cc(C)c2nc(-c3ccccn3)cc(C(=O)Nc3cc(C)on3)c2c1
  100.1	-6.7	11.1	100.9	100.8	104.5	92.7	13.8
> CC(C)Oc1cccc(C(=O)NC(=S)Nc2ccc(N3CCN(C)CC3)cc2)c1
  x	-20.4	3.2	107.4	97.5	x	x	-17.1
> Cc1onc(-c2ccccc2Cl)c1C(=O)OCC(=O)c1ccccc1
  106.0	-7.6	-2.9	110.6	105.5	106.7	114.7	-1.0
> Cc1cc(Br)ccc1NC(=O)CN(C)Cc1cccs1
  96.3	-10.2	-3.1	95.5	100.5	105.8	95.6	-5.0

Other compounds follow.
Value order: CIT2-GFP yeast	procasp3 activ	AHR act	MEP2 TOR yeast	RPL19A-GFP yeast	AGP1-GFP MLPCN	LAP4 TOR yeast	procasp7 counter
> CC(NC(=O)CN(C)S(=O)(=O)c1ccc(F)cc1)C1CC2CCC1C2 (stereo not drawn)
  101.2	-0.4	-0.1	98.9	110.0	112.0	107.7	0.8
> O=C(Nc1ccc(F)c(Cl)c1)C1CCCCC1
  70.2	2.6	-1.8	90.5	94.4	74.7	131.5	-2.9
> O=C1NC(=O)c2cc(Oc3ccc([N+](=O)[O-])cc3)ccc21
  128.1	3.7	-0.7	107.7	105.7	112.3	84.0	13.1
> CCN1CCN(CCCNC(=O)c2ccc3c(c2)N(Cc2ccc(C)cc2)CCS3)CC1
  105.7	4.9	-1.2	106.8	103.3	108.7	94.6	-6.2
> O=C(NC1CCCC1)C(c1cccnc1)N(C(=O)c1csnn1)C1CC1 (stereo not drawn)
  98.0	0.6	-2.2	102.8	98.5	104.2	96.3	-3.1
> CC1S/C(=N/N=C/c2cccs2)NC1=O (stereo not drawn)
  89.4	4.5	29.8	91.4	93.8	108.7	109.9	15.9
> CC(C)(C)C(=O)NC(NC(=O)C(C)(C)C)c1ccc([N+](=O)[O-])cc1
  108.6	-0.3	-2.0	104.3	104.3	103.7	98.4	-0.2
> O=C(COC(=O)COc1ccccc1)Nc1ccccc1OC(F)F
  100.5	-1.6	-2.6	92.8	89.8	95.3	95.1	-1.9
> Cc1cc(C)c2nc(N3CCC(C(=O)NCCCN4CCCC4=O)CC3)sc2c1
  102.8	4.9	2.1	113.0	100.5	103.3	97.7	2.0
> CCOC(=O)Cn1nc(C)n(-c2ccc(C(C)(C)C)cc2)c1=O
  106.9	-1.3	-0.5	131.9	79.6	129.0	142.2	9.3
> COc1ccc2ccccc2c1CNCCN1CCOCC1
  97.6	8.4	20.0	101.7	97.5	104.3	102.0	2.0

Full records as entered above. Order of screens: CIT2-GFP yeast	procasp3 activ	AHR act	MEP2 TOR yeast	RPL19A-GFP yeast	AGP1-GFP MLPCN	LAP4 TOR yeast	procasp7 counter
CCc1noc(C)c1C(=O)N1CCCSC1=Nc1ccccc1OC across the screens: 96.6	-0.3	-0.1	104.0	95.3	99.6	100.9	6.8
CC(C)Oc1cccc(C(=O)NC(=S)Nc2ccc(N3CCN(C)CC3)cc2)c1 across the screens: x	-20.4	3.2	107.4	97.5	x	x	-17.1

Screening data (PubChem)
